GCN5L2 inh: GCN5L2 (KAT2A) acetyltransferase inhibition; Potency, µM (top dose mostly 58.9 µM), for the others: at the highest dose activity change, negative = inhibition, hits mostly inhibitors; GCN5L2 HAT assay, ThioGlo1 CoA-SH fluorescence; 390,000 compounds, 0.21% hits; Q92830
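Compounds, pin-transferred from DMSO stocks, meet 20nM GCN5L2 for 15 min before the reaction begins with H3(1-25) peptide (75uM) and acetyl-CoA (70uM). Thiol-reactive ThioGlo1 reports CoA release over 20 min at room temperature.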
FEN1 inh: blocks human flap endonuclease 1; P39748; Recombinant FEN1 flap cleavage, fluorescence, 15 min; Potency, µM (top dose mostly 114 µM), for inactives: at the top dose activity change, negative = inhibition, usual class: inhibitors; 390,000 compounds, 0.35% hits; AID 588795; further: nearly all actives have a fitted effect of over 65% in size
Target sequence (P39748 whole entry, looked up): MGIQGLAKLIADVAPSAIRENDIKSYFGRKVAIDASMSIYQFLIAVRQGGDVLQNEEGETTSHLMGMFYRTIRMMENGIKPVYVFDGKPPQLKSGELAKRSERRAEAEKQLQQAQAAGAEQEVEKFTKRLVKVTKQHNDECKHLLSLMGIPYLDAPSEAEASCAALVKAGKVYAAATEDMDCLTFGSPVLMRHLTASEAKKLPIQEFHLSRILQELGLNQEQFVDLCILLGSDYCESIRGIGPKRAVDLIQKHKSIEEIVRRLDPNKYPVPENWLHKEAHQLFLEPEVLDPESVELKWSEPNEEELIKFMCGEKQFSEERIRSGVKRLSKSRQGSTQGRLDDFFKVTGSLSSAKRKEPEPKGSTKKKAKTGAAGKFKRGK
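Concentration–response screening of FEN1 (10 nM): 15 min compound preincubation at room temperature, reaction started with 50 nM substrate and read at 0 and 15 min. Corrected, normalized data were fitted by a four-parameter Hill equation.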
TDP1 cell CPT: growth inhibition of DT40 Tdp1-/-;hTDP1 cells with camptothecin (screen for TDP1 inhibitors); AID 686979; Potency, µM (highest dose often 46.2 µM), for the others: at the top dose activity change, negative = growth inhibition, usual class: inhibitors; 420,000 compounds, 12% hits; chicken DT40 Tdp1-/-;hTDP1 cells + 20 nM CPT, ATP luminescence, 48 h; further: nearly all actives have a fitted effect of over 55% in size
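Chicken DT40 Tdp1-/- cells complemented with human TDP1, 400 cells/well, exposed to compounds plus 20 nM camptothecin for at least 48 h at 37 C; viability read as ATP content by CellTiter-Glo luminescence.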
An asterisk follows results filed as active; ? = inconclusive; . = not tested or not shown; & = joins results of further samples; ! = repeats disagree; [ ] = dose if it differs, or a comment. The call rests on the fitted dose curve; in most records, active means well fitted curve in the direction sought with a large enough effect; inconclusive means small, poorly fitted or top-dose-only effect, or another doubt; inactive means no such curve, though single readings can be large; an effect the other way counts as inactive or inconclusive. On the % scale 0 is the no-effect control and ±100 the full control effect; potency means the concentration at half of the fitted maximal effect. The list is partial; count on the stated rates, not on these rows.

SMILES	GCN5L2 inh	FEN1 inh	TDP1 cell CPT
CCCCC(=O)O[C@@]1(C(=O)CO)C(C)CC2C3CCC4=CC(=O)C=C[C@@]4(C)[C@]3(F)C(O)C[C@]21C (stereo partly drawn)	-24.3%	.	-24.1%
COc1ccc(-c2cc(=O)c3c(O)cc(OC4OC(COC5OC(C)C(O)C(O)C5O)C(O)C(O)C4O)cc3o2)cc1O (stereo not drawn)	-6.3%	50.1µM*	2.1%
CCOC(N)=O	0.9%	.	-12.0%
COc1ccc(-c2cc(=S)ss2)cc1	-14.3%	.	18.8µM*
CC(O)CNC(=O)C(=O)Nc1c2c(nn1-c1ccc(Cl)cc1)CSC2 (stereo not drawn)	-10.6%	0.0%	0.1%
O=C(CCCCCn1c(=O)c2sccc2n(CC(=O)Nc2cccc(Cl)c2)c1=O)NCc1ccc2c(c1)OCO2	-7.1%	-17.1%	?
NOCC(=O)O	?	-1.4%	0.8%
Cc1cncn1CCc1nc2c3ccccc3nc(SCC(=O)Nc3cccc(Cl)c3)n2n1	-6.0%&-9.0%	3.8%&-2.7%	18.4µM*
COc1ccc(C[C@H]2COC(=O)[C@@H]2Cc2ccc(OC3OC(CO)C(O)C(O)C3O)c(OC)c2)cc1OC (stereo partly drawn)	0.6%	-0.6%	?
CCCOC(=O)c1ccc(N)cc1	-19.2%	.	2.2%
Oc1ccc(C2CNCCc3c2cc(O)c(O)c3Cl)cc1 (stereo not drawn)	-6.9%&-20.9%	8.6%&2.8%	?
COCCn1c(SCC(=O)Nc2ccc(F)c(Cl)c2)nc2c(oc3ccccc32)c1=O	-4.2%	-9.4%	5.17µM*
CCN(CC)CCOC(=O)c1ccc(N)cc1	?	-9.6%	-1.0%
CCc1ccc(CCOc2ccc(CC3SC(=O)NC3=O)cc2)nc1 (stereo not drawn)	-12.1%&10.3%	17.6%	20.6µM*!
COc1ccc(-c2cc(=O)c3c(O)cc(O[C@@H]4O[C@H](CO[C@@H]5O[C@@H](C)[C@H](O)[C@@H](O)[C@H]5O)[C@@H](O)[C@H](O)[C@H]4O)cc3o2)cc1O	?	?	-3.6%&7.4%
COC(=O)C1=CO[C@@H](O[C@@H]2O[C@H](CO)[C@@H](O)[C@H](O)[C@H]2O)C2C1C[C@H](O)[C@@H]2C (stereo partly drawn)	-4.7%	-14.3%	6.9%
CCN(CC)CCNC(C(=O)OCCC(C)C)c1ccccc1 (stereo not drawn)	11.8%	.	9.44µM*
C=CC[n+]1ccc(/C=C2\C=Cc3cc(C)ccc3N2CC)c2ccccc21	-22.8%	?	0.291µM*
CCCCCC(=O)O[C@]1(C(C)=O)CC[C@H]2[C@@H]3CCC4=CC(=O)CC[C@]4(C)[C@H]3CC[C@@]21C	-7.5%	-25.8%	25.9µM*
COc1ccc(C2CNC(=O)C2)cc1OC1CCCC1 (stereo not drawn)	-5.2%&-1.1%&-3.0%&-1.2%	?	14.1%
CC1CC2C3CCC4=CC(=O)C=C[C@]4(C)[C@@]3(Cl)C(O)C[C@]2(C)C1(OC(=O)c1ccco1)C(=O)CCl (stereo partly drawn)	-1.9%	.	-28.3%
C[C@H](O)CN(C)C	-2.9%	.	2.8%
CC1Cc2ccccc2N1NC(=O)c1ccc(Cl)c(S(N)(=O)=O)c1 (stereo not drawn)	0.5%	-7.6%	0.4%
CN(C)CCC[C@]1(c2ccc(F)cc2)OCc2cc(C#N)ccc21	-1.4%	-16.6%	-20.1%
COc1ccc(-c2cn3cccnc3n2)cc1NC(=O)c1cc(C)cc(C)c1	-1.4%	-20.0%	?
CC1O[C@@H](O[C@H]2C(Oc3cc(O)c4c(=O)cc(-c5ccc(O)cc5)oc4c3)OC(CO)C(O)C2O)C(O)C(O)C1O (stereo partly drawn)	-14.3%	.	12.3%
Cc1ccc(S(=O)(=O)NC(=O)NC2CCCCC2)cc1	10.3%	.	2.3%
Cc1c(C(=O)O)c(O)cc2c1C(=O)c1c(O)c([C@@H]3O[C@H](CO)[C@@H](O)[C@H](O)[C@H]3O)c(O)c(O)c1C2=O	-8.5%	?	?
CC(C)COC(=O)c1ccc(N)cc1	-17.1%	.	-2.4%
N#Cc1ccc(C(c2ccc(C#N)cc2)n2cncn2)cc1	-0.9%	.	-17.7%[21.1 µM]
CCCCn1cnc2cc(NCc3ccccc3Cl)ccc21	2.6%	-11.1%	?
O=C(CSc1nc2ccccc2n1Cc1cccc(Cl)c1)N1CCN(c2ccc(F)cc2)CC1	-5.3%	48.3%[activator]	?
COc1ccccc1N1CCN(CCCN=C2CC(=O)N(C)C(=O)N2C)CC1	2.4%	-1.0%	2.5%
O=c1cc(O)c(Cl)c[nH]1	4.7%	.	2.9%
Nc1nc(O)c(N=Nc2ccc(S(N)(=O)=O)cc2)c(=O)[nH]1	-7.9%	3.3%	3.6%
CCCCNc1ccc(C(=O)OCCN(C)C)cc1	-2.9%	8.7%	13µM*!
Cc1cccc2c1NC(=O)C2(c1ccc(O)cc1)c1ccc(O)cc1	-3.7%	-2.4%	-3.8%
O=c1oc2c(O)c(O)cc3c(=O)oc4c(O)c(O)cc1c4c23	?	1.58µM*	?
CCCCNc1ccc(C(=O)OCCOCCOCCOCCOCCOCCOCCOCCOCCOC)cc1	-15.3%	11.4%	?
CC(=O)Nc1ccc(CC(=O)O)cc1	1.6%&-0.2%	-1.7%	6.4%&3.7%

Record cards, from the list above.
`Nc1nc(O)c(N=Nc2ccc(S(N)(=O)=O)cc2)c(=O)[nH]1` reads GCN5L2 inh: -7.9%; FEN1 inh: 3.3%; TDP1 cell CPT: 3.6%
`O=c1cc(O)c(Cl)c[nH]1` reads GCN5L2 inh: 4.7%; FEN1 inh: .; TDP1 cell CPT: 2.9%

(next part)
SMILES	GCN5L2 inh	FEN1 inh	TDP1 cell CPT
Cc1c(Cn2ccnc2)c2ccccc2n1CCC(=O)O	-9.1%	.	-2.7%
Cc1ccc(N(CC2=NCCN2)c2cccc(O)c2)cc1	0.6%	-0.1%&3.4%&-12.2%	?
C1COC(NC(C2CC2)C2CC2)=N1	-4.9%	-18.2%	?
CC[C@H](NC(C)C)[C@H](O)c1ccc(O)c2[nH]c(=O)ccc12	-11.6%&-14.1%	.	6.5%&7.8%
N[C@@H](Cc1c[nH]c2ccc(O)cc12)C(=O)O	-3.9%&-2.4%&-23.3%	0.2%&-4.9%	-4.0%&-3.0%&-17.1%
COc1cc(N)c(Cl)cc1C(=O)N[C@H]1CCN(CCCOc2ccc(F)cc2)C[C@@H]1OC	-22.0%	.	-81.6%
CCOC(=O)[C@H](CCc1ccccc1)N[C@@H](C)C(=O)N1Cc2ccccc2C[C@H]1C(=O)O	.	-18.7%	?
CC(C)=CCOc1c2ccoc2cc2oc(=O)ccc12	-7.3%	-2.3%	-0.5%
C/C=C/C(=O)N(CC)c1ccccc1C	0.9%&8.6%&1.8%	1.2%	4.1%
CN(C)CCCC1(c2ccc(F)cc2)OCc2cc(C#N)ccc21 (stereo not drawn)	-1.9%&-0.7%&-4.9%	-7.0%	-29.2%
NC1CCN(c2nc3c(cc2F)c(=O)c(C(=O)O)cn3-c2ccc(F)cc2F)C1 (stereo not drawn)	-3.2%	?	16.4µM*
COc1ccc(-n2nc3c(N4CCCC(C(=O)NCc5ccccc5C)C4)nnc(C)c3c2C)cc1 (stereo not drawn)	-8.7%	-14.2%	2.91µM*
CN1CCCN=C1COC(=O)C(O)(c1ccccc1)C1CCCCC1 (stereo not drawn)	1.9%&15.3%	-11.8%	?
COc1ccc(CC(=O)Nc2c(C(=O)N3CCN(c4ccccc4F)CC3)oc3ccccc23)cc1OC	-4.7%	5.5%	10.3µM*
CC1(C)O[C@H]2CC(=O)OC[C@@]23C1CC(=O)[C@]1(C)C3CC[C@@]2(C)[C@H](c3ccoc3)OC(=O)[C@H]3O[C@]321 (stereo partly drawn)	-1.7%	4.0%	19.7%
C[N+]1(C)CCC(=C(c2ccccc2)c2ccccc2)CC1	0.2%	3.8%	?
C/C=C(/C)C(=O)OC(C)(C)[C@@H]1Cc2c(ccc3ccc(=O)oc23)O1	-6.0%	?	18.4µM*
COc1nccc(-c2c(-c3ccc(F)cc3)ncn2C2CCC(O)CC2)n1 (stereo not drawn)	-14.3%	.	-28.8%
O=C(O)CCC(=O)c1ccc(-c2ccccc2)cc1	-10.7%	1.5%	6.8%
COc1cc(-c2oc3cc(O)cc(O)c3c(=O)c2O[C@@H]2O[C@H](COC3O[C@@H](C)[C@H](O)[C@@H](O)[C@H]3O)[C@@H](O)[C@H](O)[C@H]2O)ccc1O (stereo partly drawn)	-7.0%	-20.8%	12.5%
CCOC(=O)[C@H](CCc1ccccc1)N[C@H]1CS[C@H](c2cccs2)CN(CC(=O)O)C1=O	0.4%	.	-24.2%
COc1cc2ncnc(Nc3cccc(Cl)c3)c2cc1OC	?	?	17.8µM*
Cc1cccc(N2CCN(C(=O)CCC(=O)NNc3nc4ccccc4c4nc(C)nn34)CC2C)c1 (stereo not drawn)	-0.7%	-19.5%	18.4µM*
COc1cc(C(c2c(C)[nH][nH]c2=O)c2c(C)[nH][nH]c2=O)ccc1OC(=O)c1cccc(C)c1	-7.6%	-3.4%	?
CCCCN(CCCC)CC(O)c1cc(Cl)cc2c1-c1ccc(Cl)cc1C2=Cc1ccc(Cl)cc1 (stereo not drawn)	.	-15.3%	8.91µM*
CCNC(=O)NCc1cccc(Cl)c1	1.9%	.	-3.6%
COc1c(O)cc2c(c1O)C1OC(CO)C(O)[C@H](O)[C@H]1OC2=O (stereo partly drawn)	-0.2%	.	-4.4%
CCC(NC(C)C)C(O)c1ccc(O)c2[nH]c(=O)ccc12 (stereo not drawn)	-0.7%	?	1.7%

A draw from above in order of molar mass, smallest number first.
SMILES	GCN5L2 inh	FEN1 inh	TDP1 cell CPT
C/C=C/C(=O)N(CC)c1ccccc1C	0.9%&8.6%&1.8%	1.2%	4.1%
CCNC(=O)NCc1cccc(Cl)c1	1.9%	.	-3.6%
N[C@@H](Cc1c[nH]c2ccc(O)cc12)C(=O)O	-3.9%&-2.4%&-23.3%	0.2%&-4.9%	-4.0%&-3.0%&-17.1%
CCCCNc1ccc(C(=O)OCCN(C)C)cc1	-2.9%	8.7%	13µM*!
CC(C)=CCOc1c2ccoc2cc2oc(=O)ccc12	-7.3%	-2.3%	-0.5%
Cc1c(Cn2ccnc2)c2ccccc2n1CCC(=O)O	-9.1%	.	-2.7%
CCC(NC(C)C)C(O)c1ccc(O)c2[nH]c(=O)ccc12 (stereo not drawn)	-0.7%	?	1.7%
O=c1oc2c(O)c(O)cc3c(=O)oc4c(O)c(O)cc1c4c23	?	1.58µM*	?
CCN(CC)CCNC(C(=O)OCCC(C)C)c1ccccc1 (stereo not drawn)	11.8%	.	9.44µM*
CN(C)CCCC1(c2ccc(F)cc2)OCc2cc(C#N)ccc21 (stereo not drawn)	-1.9%&-0.7%&-4.9%	-7.0%	-29.2%
CN1CCCN=C1COC(=O)C(O)(c1ccccc1)C1CCCCC1 (stereo not drawn)	1.9%&15.3%	-11.8%	?
CC(O)CNC(=O)C(=O)Nc1c2c(nn1-c1ccc(Cl)cc1)CSC2 (stereo not drawn)	-10.6%	0.0%	0.1%
NC1CCN(c2nc3c(cc2F)c(=O)c(C(=O)O)cn3-c2ccc(F)cc2F)C1 (stereo not drawn)	-3.2%	?	16.4µM*
CCOC(=O)[C@H](CCc1ccccc1)N[C@@H](C)C(=O)N1Cc2ccccc2C[C@H]1C(=O)O	.	-18.7%	?
COc1cc(N)c(Cl)cc1C(=O)N[C@H]1CCN(CCCOc2ccc(F)cc2)C[C@@H]1OC	-22.0%	.	-81.6%
CC1(C)O[C@H]2CC(=O)OC[C@@]23C1CC(=O)[C@]1(C)C3CC[C@@]2(C)[C@H](c3ccoc3)OC(=O)[C@H]3O[C@]321 (stereo partly drawn)	-1.7%	4.0%	19.7%
COc1ccc(-n2nc3c(N4CCCC(C(=O)NCc5ccccc5C)C4)nnc(C)c3c2C)cc1 (stereo not drawn)	-8.7%	-14.2%	2.91µM*
CC1CC2C3CCC4=CC(=O)C=C[C@]4(C)[C@@]3(Cl)C(O)C[C@]2(C)C1(OC(=O)c1ccco1)C(=O)CCl (stereo partly drawn)	-1.9%	.	-28.3%
O=C(CCCCCn1c(=O)c2sccc2n(CC(=O)Nc2cccc(Cl)c2)c1=O)NCc1ccc2c(c1)OCO2	-7.1%	-17.1%	?
COc1ccc(-c2cc(=O)c3c(O)cc(OC4OC(COC5OC(C)C(O)C(O)C5O)C(O)C(O)C4O)cc3o2)cc1O (stereo not drawn)	-6.3%	50.1µM*	2.1%
COc1cc(-c2oc3cc(O)cc(O)c3c(=O)c2O[C@@H]2O[C@H](COC3O[C@@H](C)[C@H](O)[C@@H](O)[C@H]3O)[C@@H](O)[C@H](O)[C@H]2O)ccc1O (stereo partly drawn)	-7.0%	-20.8%	12.5%
